OXTR ag: human OXTR agonists, primary screen, fluorescence, CHO-OTR cells, Fluo-8 calcium. Oxytocin receptor (Homo sapiens), P30559. Fluo-8 calcium fluorescence; normalized: DMSO 0%, oxytocin 100%. activation, % at 3 µM. 0.32% of 320,000 active. AID 2435, 2010;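 active = activation above the mean of all tested compounds plus 3 SD, cutoff set per screening run, cut at about 20% in these data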;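 also: peak over basal fluorescence ratio from a 100 s FLIPR kinetic read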
M1 PAM: human M1 muscarinic receptor positive allosteric modulators, primary screen, CHO-K1 cells, Fluo-8 calcium fluorescence, 1536-well. Muscarinic acetylcholine receptor M1 (Homo sapiens), P11229. CHO-K1 hM1, ACh EC20; 0% = ACh EC20, 100% = maximal ACh. activation, % at 3 µM. 0.088% of 360,000 active. AID 588819, 2011; in the data active = activation above about 19%, passing the limit was not always enough
Target sequence (P11229 whole entry, looked up): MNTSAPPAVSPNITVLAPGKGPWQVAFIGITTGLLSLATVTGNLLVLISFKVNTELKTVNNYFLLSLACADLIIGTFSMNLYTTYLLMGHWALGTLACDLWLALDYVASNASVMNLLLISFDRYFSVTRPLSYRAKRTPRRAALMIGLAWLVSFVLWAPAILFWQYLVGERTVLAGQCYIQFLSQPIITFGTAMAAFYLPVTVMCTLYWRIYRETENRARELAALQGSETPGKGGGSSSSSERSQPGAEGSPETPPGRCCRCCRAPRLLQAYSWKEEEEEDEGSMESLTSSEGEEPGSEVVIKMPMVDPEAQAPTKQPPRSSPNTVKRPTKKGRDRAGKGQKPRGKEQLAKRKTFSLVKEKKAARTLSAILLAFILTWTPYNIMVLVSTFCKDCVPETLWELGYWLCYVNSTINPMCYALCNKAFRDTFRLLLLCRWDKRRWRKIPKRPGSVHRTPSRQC
CHO parental Ca: ATP-evoked calcium signal inhibitors, parental CHO, primary screen, counter-screen for OX1R antagonist project, cell-based, fluorescence, Fluo-8 calcium dye | parental CHO-K1, ATP-induced calcium, Fluo-8 fluorescence | inhibition, % at 5.6 µM | 0.63% of 330,000 active;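 active = inhibition above that plate's mean sample inhibition plus 3 SD, cut at about 26% in these data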;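 also: 0% = ATP-challenged DMSO wells and 100% = DMSO wells without ATP; some compounds past the cut are filed as inactive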
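Test system: parental CHO cells; detection: calcium-sensitive Fluo-8 fluorescence; evaluation: percent inhibition of calcium signal; also added: ATP as calcium-mobilizing challenge; repeats: one well per compound; control set: ATP-challenged DMSO wells low, unchallenged DMSO wells high; compound: single nominal dose of 5.6 µM per compound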
OXTR potentiate: human OXTR potentiators, primary screen, fluorescence, CHO-OTR cells, Fluo-8 calcium; Oxytocin receptor (Homo sapiens), P30559; Fluo-8 calcium fluorescence, potentiator mode; 0% = oxytocin EC15, 100% = EC100; activation, % at 3 µM; 0.061% of 320,000 active;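 active = activation above that plate's cutoff, the mean activation of tested compounds plus 3 SD, cut at about 6.6% in these data, passing the limit was not always enough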;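 also: 100% uses oxytocin at 75 nM as the full agonist control; some results filed as inactive read as strong as hits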
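test system = CHO-OTR cells, human receptor | compound = single-point 3.0 µM | schedule = 6 min compound pre-incubation at room temperature, 100 s kinetic read | signal = Fluo-8 no-wash calcium dye fluorescence, excitation 470-495 nm, emission 515-575 nm | repeats = single well per compound, singlicate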
CHRM1 agonist: human M1 muscarinic receptor agonists, primary screen, Fluo-8 calcium fluorescence, CHO-K1 cells, HTS. Muscarinic acetylcholine receptor M1 (Homo sapiens), P11229. CHO-K1 hM1, agonist mode; 0% DMSO, 100% acetylcholine EC100. activation, % at 3 µM. 0.33% of 360,000 active;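 active = activation above the run's mean compound activation plus 3 SD, cut at about 16% in these data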;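 also: peak over basal fluorescence ratio within a 140 s kinetic read after compound addition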
TAAR1 ag: human TAAR1 agonists, primary screen, Fluo-8 calcium fluorescence, CHO RD-HGA16 cells; Trace amine-associated receptor 1 (Homo sapiens), Q96RJ0; 0.99% of 360,000 active; vehicle wells 0%, saturating PEA agonist 100%; activation, % at 3 µM;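 active = activation above the mean activation of all test compounds in the run plus 3 SD, cut at about 38% in these data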
Target sequence (Q96RJ0 whole entry, looked up): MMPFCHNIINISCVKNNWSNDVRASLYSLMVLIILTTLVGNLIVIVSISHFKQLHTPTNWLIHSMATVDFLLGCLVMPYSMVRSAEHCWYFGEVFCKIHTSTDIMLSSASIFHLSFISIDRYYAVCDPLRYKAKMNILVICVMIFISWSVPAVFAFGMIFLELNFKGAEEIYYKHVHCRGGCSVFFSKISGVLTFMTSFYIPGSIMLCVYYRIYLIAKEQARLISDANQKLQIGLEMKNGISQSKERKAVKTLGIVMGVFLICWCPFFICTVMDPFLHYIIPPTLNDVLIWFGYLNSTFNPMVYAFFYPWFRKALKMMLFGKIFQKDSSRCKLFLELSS
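System: CHO RD-HGA16 cells carrying human TAAR1 plus Gα16; Incubation: 17-24 h seeding, 75 min 37 °C dye, 30 min RT; Measured by: Fluo-8 fluorescence, 5 s baseline then 140 s kinetic read; Control set: DMSO and PEA EC100; Replication: single well for each compound.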
TAAR1 antagonist: human TAAR1 antagonists, primary screen, Fluo-8 calcium fluorescence, CHO RD-HGA16 cells; antagonist; Trace amine-associated receptor 1 (Homo sapiens), Q96RJ0; 1.5% of 360,000 active; AID 624466, 2012; inhibition, % at 3 µM;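 active = inhibition above a per-plate cutoff, the mean inhibition of test compounds on that plate plus 3 SD, cut at about 49% in these data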;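 also: 0% = DMSO plus EC80 beta-PEA response and 100% = DMSO alone without agonist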
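System: RD-HGA16 CHO cells with stable hTAAR1 and Gα16 | Probe or stimulus: EC80 β-phenethylamine stimulus | Dosing: 3 µM, single point | Times: Dye loading 75 min at 37 °C, then 30 min room temperature | Measured by: Fluo-8 calcium-sensitive fluorescence | Read-out basis: % inhibition of agonist calcium response | Replicates: n of 1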
V1aR counter: agonists of human V1a receptor, primary screen, counter-screen for OXTR agonist project, fluorescence, CHO-V1R cells | Fluo-8 calcium fluorescence, agonist mode; 0% DMSO, 100% 3 nM vasopressin | activation, % at 3 µM | Vasopressin V1a receptor (Homo sapiens), P37288 | 0.25% of 320,000 active;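 active = activation above the mean activation of all tested compounds plus 3 SD, per screening run, cut at about 20% in these data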;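 also: signal is peak over basal fluorescence ratio across a 100 second FLIPR read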
M1 antag: human M1 muscarinic receptor antagonists, primary screen, CHO-K1 cells, Fluo-8 calcium fluorescence, 1536-well | AID 588852, 2011 | 1.3% of 360,000 active | inhibition, % at 3 µM | Muscarinic acetylcholine receptor M1 (Homo sapiens), P11229 | CHO-K1 hM1, ACh EC80 antagonist;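 active = percent inhibition above its own plate's cutoff, namely the mean of that plate's compound wells plus 3 SD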;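 also: peak over basal fluorescence ratio during 140 s after agonist addition; 0% = ACh EC80 plus DMSO and 100% = DMSO alone without agonist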
Numbers without * were called inactive; . = not tested or not shown.

No.	Structure	OXTR ag	M1 PAM	CHO parental Ca	OXTR potentiate	CHRM1 agonist
1	O=[N+]([O-])c1ccc(NN=CCCc2ccccc2)nc1	.	7	.	.	8
2	Cc1ccc(C(=O)NCC(c2cccs2)N(C)C)cc1S(=O)(=O)N1CCOCC1 (configuration not stated)	-0.1	-26	-17	-5	-8
3	Nc1c([N+](=O)[O-])c(=O)oc2ccccc12	-1.1	9	-11	-14	-5
4	CCOC(=O)N1CCN(C(=O)CSc2ccc(-c3ccc(OC)cc3)nn2)CC1	-0.6	4	-13	2	-6
5	COc1ccc2cc3cc(C(=O)N4CCCCC4C)oc3nc2c1 (configuration not stated)	-0.1	12	-16	0	0
6	Cc1nn(-c2ccccc2)c(Cl)c1C(=O)Nc1c(C)n(C)n(-c2ccccc2)c1=O	-0.6	-6	1	-3	-11
7	CCOc1ccc(/C=C/C(O)=C2/C(=O)NC3(C)CC2c2ccccc2O3)cc1OC (configuration not stated)	-1.7	-15	-25	-16	0
8	C=CCn1c(SCC(=O)N2CCN(CCO)CC2)nc2sc3c(c2c1=O)CCC3	-0.7	-9	-19	-11	-5
9	COCCNC(=O)c1ccccc1NC(=O)c1ccccc1SC	0.0	0	-7	-12	-5
10	Cc1cc(C)n(S(=O)(=O)c2ccccc2[N+](=O)[O-])n1	-1.0	4	-1	-3	-4

No.	TAAR1 ag	TAAR1 antagonist	V1aR counter	M1 antag
1	-1	8	.	-11
2	10	-2	0.7	51*
3	1	-6	0.0	-4
4	3	-23	-1.1	-1
5	1	-4	-1.0	-13
6	1	1	-0.5	-9
7	12	60*	0.5	44*
8	1	-17	1.4	16
9	2	-18	1.1	5
10	-2	3	1.3	-14

Other structures:
No.	Structure	OXTR ag	M1 PAM	CHO parental Ca	OXTR potentiate	CHRM1 agonist
11	Cc1ccc(NC(=O)CNc2cccc(S(=O)(=O)N3CCOCC3)c2)cc1F	0.5	4	-14	2	0
12	Cc1ccc(Cc2nc(-c3cccnc3)no2)cc1	-1.4	11	-7	-1	-5
13	O=C(CCNS(=O)(=O)c1ccc(Br)cc1)NCC(c1cccs1)N1CCOCC1 (configuration not stated)	.	7	.	.	-4
14	Cc1cc(=O)oc2c(C)c(OC3CCCCC3=O)ccc12 (configuration not stated)	0.3	3	-10	-10	-3
15	COc1ccccc1CNC(=O)c1ccc(CS(=O)(=O)c2ccc(C)cc2)o1	1.1	-9	-29	-11	1
16	COc1ccc(N2CCN(C(=O)CSc3nnc(COc4cccc5cccnc45)o3)CC2)cc1	0.1	0	-19	4	2
17	COc1ccc(/C=N/NC(=O)c2cccnc2)cc1COc1ccc(NC(C)=O)cc1	-0.3	2	7	-1	-4
18	CCOC(=O)C1CCCN(CC(=O)Nc2cc(C)cc(C)c2)C1 (configuration not stated)	0.2	13	-23	4	3
19	Cn1ncc(SCc2ccccc2)c(Cl)c1=O	13	2	22	-9	3
20	CN(C)S(=O)(=O)c1cc(C(=O)OCCn2cnc3c2c(=O)n(C)c(=O)n3C)ccc1Cl	1.3	5	-10	-7	-6

No.	TAAR1 ag	TAAR1 antagonist	V1aR counter	M1 antag
11	6	9	2.7	-6
12	0	-19	-0.4	-5
13	1	-10	.	-15
14	3	-26	2.1	-7
15	11	35	0.6	9
16	3	10	0.1	-18
17	1	-11	0.3	-2
18	0	-5	0.2	-18
19	2	-6	7.6	10
20	2	-14	2.0	-2

An excerpt of these results, with one line to a screen.
16	COc1ccc(N2CCN(C(=O)CSc3nnc(COc4cccc5cccnc45)o3)CC2)cc1
17	COc1ccc(/C=N/NC(=O)c2cccnc2)cc1COc1ccc(NC(C)=O)cc1
18	CCOC(=O)C1CCCN(CC(=O)Nc2cc(C)cc(C)c2)C1 (configuration not stated)
19	Cn1ncc(SCc2ccccc2)c(Cl)c1=O
20	CN(C)S(=O)(=O)c1cc(C(=O)OCCn2cnc3c2c(=O)n(C)c(=O)n3C)ccc1Cl

Assay by compound	16	17	18	19	20
OXTR ag	0.1	-0.3	0.2	13	1.3
M1 PAM	0	2	13	2	5
CHO parental Ca	-19	7	-23	22	-10
OXTR potentiate	4	-1	4	-9	-7
CHRM1 agonist	2	-4	3	3	-6
TAAR1 ag	3	1	0	2	2
TAAR1 antagonist	10	-11	-5	-6	-14
V1aR counter	0.1	0.3	0.2	7.6	2.0
M1 antag	-18	-2	-18	10	-2

New compounds follow.
No.	Structure	OXTR ag	M1 PAM	CHO parental Ca	OXTR potentiate	CHRM1 agonist
21	CCCC1=C(C(=O)OCC)C(c2c(C)nn(-c3ccccc3)c2Cl)C(C#N)=C(N)O1 (configuration not stated)	-1.9	-5	-34	-8	-2
22	CCCC(c1nnnn1C(C)(C)C)N1CCN(Cc2ccccc2OC)CC1 (configuration not stated)	-0.4	12	-26	3	-15
23	CCC(C(=O)NCc1cccnc1)n1nc(C)n2c(cc3occc32)c1=O (configuration not stated)	-1.5	2	1	-2	-6
24	O=C(NC(=S)Nc1ccc2oc(=O)ccc2c1)c1ccco1	-1.0	2	-17	-5	-2
25	CC(C)Oc1ccc(C(=O)OCC(=O)NC2CCCCCC2)cc1	1.5	-7	-4	-9	-3
26	O=C(COC(=O)Cc1ccc(Cl)cc1)NCc1ccc2c(c1)OCO2	.	6	.	.	-3
27	Cc1cc(C)c(-n2c(SCC(=O)N3CCOCC3)n[nH]c2=O)c(C)c1	0.0	19	1	-4	-2
28	CCOC(=O)CCc1c(C)nc2cc(-c3ccc(F)cc3)[nH]n2c1=O	-1.3	3	-6	-1	-3
29	CCCNC(=O)C1(C)CCCN(Cc2c(C)nn(-c3ccccc3)c2C)C1 (configuration not stated)	.	6	.	.	-8
30	COc1ccc(CCNC(=O)COC(=O)Cn2cnc3ccccc3c2=O)cc1	-0.2	6	-9	5	-2

No.	TAAR1 ag	TAAR1 antagonist	V1aR counter	M1 antag
21	1	14	-0.3	15
22	4	-8	0.6	-10
23	6	-22	0.5	-3
24	3	-8	1.3	2
25	11	7	3.7	-9
26	-2	-13	.	-8
27	2	-14	0.5	-20
28	1	-16	0.7	-6
29	-1	5	.	-16
30	0	-21	0.6	-28

Other results:
No.	Structure	OXTR ag	M1 PAM	CHO parental Ca	OXTR potentiate	CHRM1 agonist
31	O=C(NCc1ccccc1)c1ccc(CS(=O)Cc2ccc(Cl)cc2)o1 (configuration not stated)	0.3	13	-7	-9	-4
32	CCOC(=O)C1CCN(C(=O)COC(=O)c2cc(-c3cccs3)nn2-c2ccccc2)CC1	-1.7	-12	-24	-4	-7
33	Cc1cc(C)n2nc(CC(=O)NCc3ccccc3Cl)nc2n1	0.9	9	-2	0	-10
34	Cc1cc(NC(=O)COC(=O)CCNS(=O)(=O)c2c(Cl)cccc2Cl)no1	0.3	5	-6	-17	-7
35	CCCn1nnnc1SCC(=O)N(C(C)C)C(C)C	-0.3	2	-16	-5	-4
36	O=C(c1ccc2c(c1)OCO2)N1CCN(c2ccc(Cl)cc2)CC1	4.5	2	-17	-10	-2
37	CCOc1ccc([N+](=O)[O-])cc1CNC1CCCCCCC1	3.6	-2	-15	-14	-8
38	COc1ccc(NC(=O)CNS(=O)(=O)c2ccccc2)cc1Cl	2.6	8	-6	-3	-6
39	COc1ccccc1/C=N/OC(=O)c1ccc(F)cc1	-2.4	8	-3	-11	-4
40	CCOC(=O)c1c(NC(=O)c2cccs2)sc(C(=O)N(C)C)c1C	-1.1	6	-14	-1	-6

No.	TAAR1 ag	TAAR1 antagonist	V1aR counter	M1 antag
31	0	5	0.7	-8
32	3	0	-1.2	16
33	2	-8	0.7	-7
34	10	10	0.8	-1
35	1	-4	-0.7	9
36	4	13	5.1	-5
37	3	-3	0.5	0
38	10	3	0.5	-6
39	0	-17	-0.6	5
40	12	1	0.9	-2

The listing continues:
No.	Structure	OXTR ag	M1 PAM	CHO parental Ca	OXTR potentiate	CHRM1 agonist
41	CCN(CC(=O)NC(C)(C)C)C(=O)COc1c(Cl)cc(Cl)c2ccc(C)nc12	-1.4	4	-9	1	-3
42	CC(=O)Oc1cccc(N2C(=O)c3cccc4c([N+](=O)[O-])ccc(c34)C2=O)c1	-1.0	5	18	-6	-4
43	COc1ccc(S(=O)(=O)NCCc2nnc3ccc(SCC(=O)Nc4nc(C)cs4)nn23)cc1	-0.9	8	-11	-9	-9
44	CC1(C)Oc2ccc(C(=O)N3CCOCC3)cc2N(CC(=O)N2CCOCC2)C1=O	-0.4	5	-17	-2	-2
45	Cc1cccc(-c2noc(CN(C(=O)CCc3ccccc3)C(C)C)n2)c1	-1.8	-2	42*	-11	-8
46	CC(=O)NCC1CCCN(c2nc3nonc3nc2N(C)Cc2ccccc2)C1 (configuration not stated)	-0.5	6	-24	-1	-3
47	c1ccc(-c2csc(Nc3nc(N4CCOCC4)nc(N4CCOCC4)n3)n2)cc1	-0.6	3	-26	-8	-4
48	O=C(c1ccccc1)N1CCN(S(=O)(=O)c2cccc(NS(=O)(=O)c3ccccc3)c2)CC1	3.9	8	-26	-4	-2
49	CN(CCC#N)C(=O)CSc1nc2scc(-c3ccccc3)c2c(=O)[nH]1	1.4	5	0	-14	-4
50	CCC(C)NC(=O)c1cc(-c2ccccc2O)on1 (configuration not stated)	-0.1	-3	-5	0	-9
51	O=C(CCC(=O)c1cccs1)OCc1nnc(-c2ccccc2)o1	0.4	2	-17	-10	-4
52	O=C1C2C3C=CC(C3)C2C(=O)N1c1n[nH]c(CCc2ccccc2)n1 (configuration not stated)	0.8	-1	1	4	-5

No.	TAAR1 ag	TAAR1 antagonist	V1aR counter	M1 antag
41	1	-16	-0.8	-12
42	4	22	1.5	-2
43	4	-2	-0.5	-8
44	2	10	0.3	-34
45	12	-2	-0.8	-5
46	8	-37	-0.8	-5
47	8	19	0.1	-7
48	5	-2	3.3	1
49	3	11	2.2	-2
50	0	6	0.7	1
51	7	-3	2.8	-3
52	1	11	-0.6	-10

Screening results (PubChem BioAssay)
